EPAC1 antagonist – antagonists of human EPAC1. O95398. EPAC1 GEF assay, Rap1b-BODIPY-GDP exchange fluorescence. Potency, µM (series often up to 115 µM), for inactives: at the highest dose activity change, negative = inhibition, actives largely listed as inhibitors. 360,000 tested, 0.14% active. AID 720709;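 also: plate controls were vehicle for no effect and positive control for full effect; nearly all actives have a fitted effect of over 50% in size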
EPAC2 agonist – agonists of human EPAC2 (RAPGEF4). Potency, µM (top dose mostly 154 µM), for inactives: at the top dose activation, usual class: activators. Q8WZA2. EPAC2 activation, biochemical qHTS; response scale: 100% = 6.5 mM cAMP response. AID 720711. 360,000 tested, 0.079% active; also: nearly all actives have a fitted effect of over 50% in size
Target sequence (Q8WZA2 whole entry, looked up): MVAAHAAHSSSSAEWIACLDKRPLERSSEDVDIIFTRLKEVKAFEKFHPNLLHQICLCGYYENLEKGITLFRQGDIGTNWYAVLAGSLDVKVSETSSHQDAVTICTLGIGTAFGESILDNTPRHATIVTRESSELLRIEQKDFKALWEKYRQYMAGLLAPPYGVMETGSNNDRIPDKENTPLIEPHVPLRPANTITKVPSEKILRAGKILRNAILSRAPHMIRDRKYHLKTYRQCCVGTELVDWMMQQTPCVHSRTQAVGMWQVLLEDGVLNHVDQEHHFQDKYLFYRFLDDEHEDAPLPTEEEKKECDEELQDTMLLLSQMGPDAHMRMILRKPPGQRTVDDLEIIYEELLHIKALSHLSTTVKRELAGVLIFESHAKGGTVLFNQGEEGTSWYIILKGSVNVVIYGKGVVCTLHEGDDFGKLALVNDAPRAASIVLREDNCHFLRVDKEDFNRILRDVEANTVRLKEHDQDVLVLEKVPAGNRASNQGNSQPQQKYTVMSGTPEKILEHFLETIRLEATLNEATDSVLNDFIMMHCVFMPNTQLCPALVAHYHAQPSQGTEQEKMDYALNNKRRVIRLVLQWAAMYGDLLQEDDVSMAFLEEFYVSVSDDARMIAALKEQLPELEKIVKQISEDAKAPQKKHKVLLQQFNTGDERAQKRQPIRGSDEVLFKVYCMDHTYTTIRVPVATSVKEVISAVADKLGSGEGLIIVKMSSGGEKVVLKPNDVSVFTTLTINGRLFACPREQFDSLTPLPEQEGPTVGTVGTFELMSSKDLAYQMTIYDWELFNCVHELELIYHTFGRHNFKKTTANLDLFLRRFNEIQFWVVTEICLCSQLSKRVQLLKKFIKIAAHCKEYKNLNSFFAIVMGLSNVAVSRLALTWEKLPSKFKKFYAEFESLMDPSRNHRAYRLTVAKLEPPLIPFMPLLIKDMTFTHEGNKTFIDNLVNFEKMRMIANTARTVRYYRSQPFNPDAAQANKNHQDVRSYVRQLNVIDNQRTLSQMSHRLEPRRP
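Compounds were added across a concentration range to EPAC2 (100 nM), RAP1B-BODIPY-GDP (250 nM) and GDP (50 uM). After 5 min at room temperature, fluorescence was recorded at 5-min intervals for 30 min.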
EPAC1 ag – activates human EPAC1 exchange factor; 360,000 tested, 0.073% active; O95398; AID 720707; EPAC1 agonist qHTS, biochemical assay; response scale: 100% = response to 6.5 mM cAMP; Potency, µM (series often up to 154 µM), for the others: at the highest dose activation, usual class: activators; also: nearly all actives have a fitted effect of over 60% in size
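Multi-concentration qHTS readout: loss of Rap1B-bound BODIPY-GDP fluorescence driven by 100 nM EPAC1 with excess GDP (50 uM), monitored kinetically at room temperature; agonist response expressed relative to 6.5 mM cAMP.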
FUS suppressor – rescues growth of FUS-expressing yeast; S. cerevisiae FUS-expressing, growth rescue, OD600, 24 h; Potency, µM (top dose mostly 76.6 µM), for inactives: at the top dose growth rescue (activation), actives largely listed as activators; 390,000 tested, 0.24% active; AID 1347120;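 also: plate controls were DMSO vehicle for no effect and reference control for full effect; nearly all actives have a fitted effect of over 55% in size; some results filed as inactive show a strong effect at the top dose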
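Yeast FUS proteinopathy model; galactose-induced FUS (2%), starting OD 0.005. Cpds in dilution series, 24hr, 30C, 99% humidity. Abs 600 nm growth. Pos ctrl CP55940 (top 92uM final); neg ctrl DMSO.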
TDP-43 yeast inh – rescues yeast growth from TDP-43 toxicity; TDP-43 expressing yeast growth rescue, BacTiter-Glo, 24 h; Potency, µM (series often up to 46.1 µM), inactives show top-dose growth rescue (activation), usual class: activators; 410,000 tested, 1.8% active; AID 652104; also: % of control where 0% means no effect; nearly all actives have a fitted effect of over 50% in size
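In this qHTS, compounds that restore growth of yeast expressing TDP-43 appear as activators. Cells (OD600=0.02, galactose medium, raffinose-pregrown) are incubated with compound 24 hr at 30 deg C and growth is quantified by BacTiter-Glo.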
aSyn yeast inh – alpha-synuclein toxicity inhibition in yeast. Yeast expressing alpha-synuclein, growth rescue, BacTiter-Glo, 24 h. Potency, µM (doses to about 46.1 µM), inactives show at the top dose growth rescue (activation), usual class: activators. 370,000 tested, 0.14% active; also: % of control where 0% means no effect; nearly all actives have a fitted effect of over 65% in size
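Screening used galactose-induced yeast with toxic alpha-synuclein levels, exposed to compound for 24 hr at 30 deg C. Cell growth, read with BacTiter-Glo luminescence, gave the measured signal.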
PTHR1 agonist – activates the human parathyroid hormone receptor PTHR1. Q03431. HEK293 GP2 PTHR1 cells, GloSensor cAMP luminescence, 1 h. Potency, µM (highest dose often 115 µM), for inactives: at the highest dose activation, actives largely listed as activators. 410,000 tested, 0.075% active; also: nearly all actives have a fitted effect of over 55% in size; some results filed as inactive show a strong effect at the top dose; inactives centre near -15; many of its hits are not listed in these tables
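HEK-293-derived GP2 cells expressing PTHR1 and a GloSensor cAMP reporter, 3,000/well, plated overnight, given luciferin plus IBMX (each 0.5 mM as added) for 1 h at 37 °C, then compound for 1 h at 37 °C. Luminescence was read after 15 min at room temperature.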
EPAC2 antag – blocks human EPAC2 exchange factor; EPAC2 GEF exchange of Rap1B-BODIPY-GDP, fluorescence; Potency, µM (top dose mostly 114 µM), for inactives: top-dose activity, negative = inhibition, hits mostly inhibitors; 360,000 tested, 0.18% active; Q8WZA2; also: % is scaled to controls: 0 for no effect and ±100 for the full control effect; nearly all actives have a fitted effect of over 45% in size; many of its hits are not listed in these tables
* marks the source's active call; other numbers are inactive results; i = inactive; ? = inconclusive; . = not tested or not shown; [ ] = remark or other dose. Calls follow the shape of the dose curve; as a rule, active = well fitted curve in the direction sought with a large enough effect; inconclusive = small, poorly fitted or top-dose-only effect, or another doubt; inactive = no such curve, though single readings can be large; an effect the other way counts as inactive or inconclusive. Potency is read from the fitted curve at half-maximal effect. A portion of the library; the hit share may differ from the screen's.

SMILES	EPAC1 antagonist	EPAC2 agonist	EPAC1 ag	FUS suppressor	TDP-43 yeast inh	aSyn yeast inh	PTHR1 agonist	EPAC2 antag
C[C@]12C=CC(=O)C=C1CC[C@@H]1[C@@H]2[C@@H](O)C[C@@]2(C)[C@H]1CC[C@]2(O)C(=O)CO	-17%	-7%	-10%	-41%	15%	0%	i	-5%
CC1(C(=O)NS(=O)(=O)c2ccccc2)CCN1C(=O)Cc1cccc2ccccc12 (stereo not drawn)	-3%	9%	-5%	-5%	15%	-1%	i	8%
Cc1ccc(CN2C(=O)N/C(=C/c3cc(C)n(-c4ccccn4)c3C)C2=O)cc1	-11%	-8%	-11%	.	17%	20%	-1%	12%
COCCCNC(=S)N1CCN(c2nc(C)nc3sc4c(c23)CCCC4)CC1	-19%	10%	3%	?	?	2%	-33%[inhibitor]	-14%
CN(C)c1ccc(/C=C2\SC(N3CCCCC3)=NC2=O)cc1	11%	8%	17%	-3%	22µM*	0%	-51%[inhibitor]	10%
COc1ccc(C(=O)OCC(=O)c2ccc3c(c2)NC(=O)CO3)cc1OC	1%	6%	6%	-7%	?	-2%	i	-2%
O=C(NCc1cccnc1)c1cccnc1-c1nc2ccccc2s1	-10%	-5%	10%	11%	0%	2%	i	-4%
CN(C)C(=O)NC(Nc1cccc([N+](=O)[O-])c1)C(Cl)(Cl)Cl (stereo not drawn)	-7%	5%	4%	16%	16%	-5%	-4%	4%
CCCC(=O)Nc1sc(C)c(-c2ccc(C(C)CC)cc2)c1C#N (stereo not drawn)	7%	6%	7%	6%	-9%	-1%	?	-2%
Fc1ccc(-c2n[nH]c(=S)c3ccccc23)cc1	8%	4%	0%	-3%	23%	3%	i	1%
O=C(NCc1ccco1)c1ccc(=O)[nH]n1	8%	6%	-2%	-17%	8%	-7%	i	15%
CC1CC(=O)c2cnc(Nc3ccccc3)nc2C1 (stereo not drawn)	-10%	0%	1%	1%	1%	2%	-17%[57.5 µM]	-2%
Cc1cc(C)c(NC(=S)N(C)C)cc1C	-22%	8%	8%	8%	12%	3%	-24%	-1%
COCOCCn1cc(CN2CCS(=O)(=O)N(Cc3ccc(-c4ccc(Cl)cc4)cc3)C(CC(C)C)C2=O)nn1 (stereo not drawn)	-9%	6%	11%	?	?	0%	-26%	?
O=C(Nc1ccc(-n2cnnn2)cc1)C(c1ccccc1)c1ccccc1	-8%	-9%	-2%	29%	-10%	1%	-2%	-5%
O=C(NCCO)c1cccc(-c2ccc3nncn3c2)c1	-1%	9%	3%	-18%	20%	-1%	-10%	7%
c1ccc2occc2c1	-6%	9%	-6%	-26%	2%	0%	-4%	1%
O=C(O)c1cc(N2N=C(C(F)(F)F)/C(=C/C=C/c3ccco3)C2=O)ccc1Cl	35µM*	14%	-1%	?	-17%	5%	-70%[inhibitor]	?
O=S1(=O)C=C[C@@H](CO)N1Cc1ccc(Br)cc1	12%	1%	1%	-44%	-1%	0%	-12%	4%
CN(CC(=O)Nc1ccccc1Cl)C(=O)COC(=O)/C=C/c1ccccc1	-17%	1%	-8%	17%	5%	-6%	-45%[inhibitor]	-2%
C#CCOCCOCCOCCNc1nc(N2CCN(C(=O)CCCCCCCCCCNC(=O)Cn3cc(CCCCCN)nn3)CC2)nc(N2CCN(C(=O)CCCCCCCCCCNC(=O)Cn3cc(CCCCCN)nn3)CC2)n1	-18%	12%	-1%	40%	9%	-30%	-25%	10%
O=C(CCCC1=NS(=O)(=O)c2ccccc2N1)N1CCN(c2ccc(Cl)cc2)CC1	-17%	8%	-6%	-7%	8%	-4%	-20%	-5%
O=C(C[C@H]1C/C=C\C[C@@H](Cc2ccc(F)cc2)C(=O)OC[C@@H](Cc2c[nH]c3ccccc23)NC1=O)NCCO	-16%	11%	-3%	25%	13%	-3%	-43%[inhibitor]	-8%
Cc1cc(C)c(N2CCN(S(=O)(=O)N3CCCCCC3)CC2)c(C)c1	-5%	-1%	16%	13%	-10%	-3%	-5%	-8%
CC1(C)CC(=O)C2=C(C1)C(c1cn(-c3ccccc3)nc1-c1ccccc1)C(C#N)=C(N)O2 (stereo not drawn)	-24%	15%	6%	44%	13%	12%	-28%	-2%
CCc1nc2ccccc2c(=O)n1NCCc1ccccc1	11%	10%	4%	9%	29%	10%	-21%	4%
CCN(c1ccccc1)S(=O)(=O)c1ccc(C(=O)N(CCCN(C)C)c2nc3c(C)cccc3s2)cc1	-27%	17%	5%	?	-10%	-9%	i	0%
O=C(NC1CC2CCC(C1)N2Cc1ccccc1)c1cccc(F)c1 (stereo not drawn)	-1%	7%	4%	-20%	-2%	-3%	-22%	7%
C=CCNCC(=O)NN=C(c1ccccc1)c1ccccc1	0%	0%	4%	-10%	5%	3%	i	2%
CCOC(=O)c1cccc(NC(=O)CN(C)S(=O)(=O)c2cnc[nH]2)c1	-14%	7%	1%	15%	2%	-1%	i	-6%

Arranged by length of the SMILES (low to high): 15 of the compounds above
SMILES	EPAC1 antagonist	EPAC2 agonist	EPAC1 ag	FUS suppressor	TDP-43 yeast inh	aSyn yeast inh	PTHR1 agonist	EPAC2 antag
c1ccc2occc2c1	-6%	9%	-6%	-26%	2%	0%	-4%	1%
CCc1nc2ccccc2c(=O)n1NCCc1ccccc1	11%	10%	4%	9%	29%	10%	-21%	4%
O=C(NCCO)c1cccc(-c2ccc3nncn3c2)c1	-1%	9%	3%	-18%	20%	-1%	-10%	7%
O=S1(=O)C=C[C@@H](CO)N1Cc1ccc(Br)cc1	12%	1%	1%	-44%	-1%	0%	-12%	4%
O=C(NC1CC2CCC(C1)N2Cc1ccccc1)c1cccc(F)c1 (stereo not drawn)	-1%	7%	4%	-20%	-2%	-3%	-22%	7%
O=C(Nc1ccc(-n2cnnn2)cc1)C(c1ccccc1)c1ccccc1	-8%	-9%	-2%	29%	-10%	1%	-2%	-5%
Cc1cc(C)c(N2CCN(S(=O)(=O)N3CCCCCC3)CC2)c(C)c1	-5%	-1%	16%	13%	-10%	-3%	-5%	-8%
CN(CC(=O)Nc1ccccc1Cl)C(=O)COC(=O)/C=C/c1ccccc1	-17%	1%	-8%	17%	5%	-6%	-45%[inhibitor]	-2%
CCOC(=O)c1cccc(NC(=O)CN(C)S(=O)(=O)c2cnc[nH]2)c1	-14%	7%	1%	15%	2%	-1%	i	-6%
O=C(CCCC1=NS(=O)(=O)c2ccccc2N1)N1CCN(c2ccc(Cl)cc2)CC1	-17%	8%	-6%	-7%	8%	-4%	-20%	-5%
O=C(O)c1cc(N2N=C(C(F)(F)F)/C(=C/C=C/c3ccco3)C2=O)ccc1Cl	35µM*	14%	-1%	?	-17%	5%	-70%[inhibitor]	?
CC1(C)CC(=O)C2=C(C1)C(c1cn(-c3ccccc3)nc1-c1ccccc1)C(C#N)=C(N)O2 (stereo not drawn)	-24%	15%	6%	44%	13%	12%	-28%	-2%
CCN(c1ccccc1)S(=O)(=O)c1ccc(C(=O)N(CCCN(C)C)c2nc3c(C)cccc3s2)cc1	-27%	17%	5%	?	-10%	-9%	i	0%
COCOCCn1cc(CN2CCS(=O)(=O)N(Cc3ccc(-c4ccc(Cl)cc4)cc3)C(CC(C)C)C2=O)nn1 (stereo not drawn)	-9%	6%	11%	?	?	0%	-26%	?
C#CCOCCOCCOCCNc1nc(N2CCN(C(=O)CCCCCCCCCCNC(=O)Cn3cc(CCCCCN)nn3)CC2)nc(N2CCN(C(=O)CCCCCCCCCCNC(=O)Cn3cc(CCCCCN)nn3)CC2)n1	-18%	12%	-1%	40%	9%	-30%	-25%	10%

Next part:
SMILES	EPAC1 antagonist	EPAC2 agonist	EPAC1 ag	FUS suppressor	TDP-43 yeast inh	aSyn yeast inh	PTHR1 agonist	EPAC2 antag
Cn1c(=O)c(=O)n(C)c2cc(N3CCCC3)c(NS(=O)(=O)c3ccc(Cl)cc3)cc21	-5%	1%	-4%	14%	2%	7%	-8%	-3%
C=CCNC(=O)c1c(-c2c(F)cccc2Cl)noc1C	24%	4%	-3%	23%	-10%	-4%	i	13%
O=C(CS(=O)CC(=O)NC12CC3CC(CC(C3)C1)C2)Nc1ccc(F)cc1 (stereo not drawn)	-4%	5%	0%	15%	2%	-9%	-18%	2%
COc1ccccc1C1C2=C(N=C3SCC(=O)N31)c1ccccc1CC2 (stereo not drawn)	-4%	4%	9%	2%	19%	6%	i	-3%
CC(=O)c1ccc(Sc2nnnn2-c2ccccc2)c([N+](=O)[O-])c1	-3%	10%	2%	-4%	20µM*	-19%	i	8%
NNc1nc(N)c2c(n1)-c1ccccc1CC21CCCC1	-5%	3%	-1%	?	-18%[0.397 µM]	-1%	-7%	-10%
OC(c1cccc(Cl)c1)c1nc(-c2cccc3cccnc23)cs1 (stereo not drawn)	2%	15%	4%	6%	?	18µM*	-35%[inhibitor]	-6%
COc1cccc(C(=O)NCC(=O)N/N=C/c2cn[nH]c2-c2ccccc2)c1	6%	2%	-1%	4%	-13%[0.397 µM]	0%	-3%	-7%
O=C(CCCN=C1NS(=O)(=O)c2ccccc21)OCC(=O)c1ccc(F)cc1	0%	-4%	7%	36%	7%	1%	i	0%
O=C(NCCO)c1cc2c(s1)CCC2	-15%	8%	-13%	-11%	-23%	-4%	i	27%
COC(=O)c1[nH]c2cccc(Cl)c2c1NC(=O)CN1CCN(CCO)CC1	3%	3%	-2%	15%	-11%	3%	i	4%
Nn1cc(-c2ccccc2)nc1SCC(=O)N1CCN(S(=O)(=O)c2ccc(Cl)cc2)CC1	6%	11%	16%	46%	12%	0%	-9%	2%
Cc1cc2ccccc2n1CCNC(=O)c1ccc(Br)o1	-26%	12%	-3%	42%	-19%	4%	-27%	37%[activator]
COc1ccc(CNCc2cc(Cl)ccc2O)cc1	-13%	15%	-7%	-12%	-22%	6%	-1%	18%
COc1ccc(CCNC(=O)c2cnn3ccccc23)c(OC)c1OC	0%	6%	3%	-7%	22%	-1%	-5%	-4%
Cc1ccc(S(=O)(=O)N(C)Cc2ccc(C(=O)N/N=C/c3ccc(OC(F)F)cc3)cc2)cc1	3%	-5%	-2%	.	0%	-10%	-10%	11%
CCSC1=C(C#N)C(c2ccc(Cl)cc2)C2=C(CCCC2=O)N1 (stereo not drawn)	-5%	0%	10%	13%	-4%	7%	-10%	-18%
O=C(c1cccc([N+](=O)[O-])c1)c1ccc2c(c1)OCCOCCOCCOCCO2	-2%	1%	2%	2%	20%	2%	-3%	0%
